HCV inhibitor = HCV inhibition; Huh7.5.1 HCVcc-Cre infection, luciferase reporter, 44 h; Potency, µM (series often up to 41.8 µM), without a hit: at the highest dose activity change, negative = inhibition, most hits filed as inhibitors; 340,000 compounds, 3.4% hits; AID 651820; note: potency is the fitted concentration of half-maximal effect; % is set by controls: 0 for no effect and ±100 for the full control effect
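Cells seeded at 1,000/well and cultured 4 h, then compounds added followed by HCVcc-Cre virus (~0.5 moi). After 44 h further culture, luciferase substrate was added, plates held 15 min at room temperature, and luminescence read for 15 sec.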
CHX counter = counter-screen for Shiga toxin inhibitors: cycloheximide protein synthesis inhibition | cell reporter, cycloheximide protein synthesis inhibition counterscreen | max response, % | 300,000 compounds, 12% hits; in the data active = max response mostly above about 13%, no sharp cut-off; inactive = mostly below about 14%; note: read at 38.3 µM for the half of the compounds with a filed dose; 0% is about no effect
FBPA Giardia inh = blocks Giardia fructose-bisphosphate aldolase activity | purified Giardia FBPA | Potency, µM (series often up to 59.6 µM), inactives show at the top dose activity, negative = inhibition, hits mostly inhibitors | 290,000 compounds, 0.71% hits | AID 2451; note: potency is the fitted concentration of half-maximal effect; % is set by controls: 0 for no effect and ±100 for the full control effect; nearly all actives have a fitted effect of over 55% in size
Target sequence (A8B2U2 whole entry, looked up): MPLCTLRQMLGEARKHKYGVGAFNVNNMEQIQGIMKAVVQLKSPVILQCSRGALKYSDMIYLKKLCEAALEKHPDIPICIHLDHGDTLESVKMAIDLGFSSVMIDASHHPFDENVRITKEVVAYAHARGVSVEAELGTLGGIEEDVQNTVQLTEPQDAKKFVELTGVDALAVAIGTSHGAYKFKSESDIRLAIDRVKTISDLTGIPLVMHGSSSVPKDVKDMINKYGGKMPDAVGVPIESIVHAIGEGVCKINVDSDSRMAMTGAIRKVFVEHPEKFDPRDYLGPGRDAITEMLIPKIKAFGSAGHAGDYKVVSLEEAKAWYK
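40 nM FBPA preincubated 10 min at RT with compound (up to 57.5 uM final), then substrate plus GAPDH/TPI/NAD/arsenate coupling and diaphorase/resazurin added. Fluorescence read after 20 min at RT, 525/598 nm.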
Pf growth 48h = P. falciparum growth inhibition at 48 hours (one generation). P. falciparum luciferase growth in erythrocytes, 48 h. Potency, µM (doses to about 28.7 µM), for inactives: at the top dose activity change, negative = inhibition, usual class: inhibitors. 310,000 compounds, 5.9% hits. AID 504832; note: potency is the fitted concentration of half-maximal effect; % is set by controls: 0 for no effect and ±100 for the full control effect
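First compound was added to culture medium, then infected red cells at 0.1% parasitemia and 2% hematocrit (final). After incubation at 37 C under 5% CO2, luciferase detection reagent was dispensed and light output recorded.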
Shiga inhibitor = inhibitors of Shiga toxin in Vero cells; 290,000 compounds, 9.2% hits; AID 2315; Vero cells, Shiga toxin protein synthesis inhibition reporter; inhibition, % at 38.7 µM; in the data active = inhibition mostly above about 28%, no sharp cut-off; inactive = mostly below about 43%; note: 0% is about no effect
Pf growth 96h = P. falciparum growth inhibition at 96 hours. Potency, µM (titrated, usually from 28.7 µM), without a hit: at the top dose activity change, negative = inhibition, actives largely listed as inhibitors. P. falciparum luciferase reporter growth, 96 h. 320,000 compounds, 6.9% hits. AID 504834; note: potency is the fitted concentration of half-maximal effect; % is set by controls: 0 for no effect and ±100 for the full control effect
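Infected RBCs, 2% Hct / 0.05% parasitemia final; luciferase-reporter P. falciparum; cpd 96 h, 37 C, 5% CO2; luciferase detection reagent; luminescence.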
The depositor's hits bear a star; ? = inconclusive; . = no result given; + = active, no number; & = joins results of further samples; [ ] = dose if it differs, or a comment. Unless noted, calls come from the whole dose curve; as a rule, active = well fitted curve in the direction sought with a large enough effect; inconclusive = small, poorly fitted or top-dose-only effect, or another doubt; inactive = no such curve, though single readings can be large; an effect the other way counts as inactive or inconclusive. This is a random part of the collection. About 24% of those tested had a hit in this group.

SMILES	HCV inhibitor	CHX counter	FBPA Giardia inh	Pf growth 48h	Shiga inhibitor	Pf growth 96h
CC(CCc1ccccc1)NC(=O)c1cccs1 (stereo unspecified)	21.3%	-4.2	-4.7%	3.3%	-2.4	?
CC1CCN(S(=O)(=O)c2ccc3c(c2)CC(C)N3C(=O)C2CCC2)CC1 (stereo unspecified)	?	10.6	8.0%	-26.7%	1.0	-16.7%
CCOC(=O)C1CCN(CC(=O)c2ccc(O)c(C)c2O)CC1	4.8%	-2.0	-7.2%	-9.8%	0.4	?
COc1ccc(NS(=O)(=O)c2c(C)[nH]c(=O)[nH]c2=O)cc1OC	18.6%	-5.1	-13.6%	10.7%	-11.8	12.2%
CCOc1ccc(S(=O)(=O)N2CCN(C(=O)c3cccn3C)CC2)cc1	0.0%	-1.6	3.3%	-14.0%	-11.9	8.1%
CC(C)CCN(C(=O)C1CCCC1)c1c(N)n(Cc2ccccc2)c(=O)[nH]c1=O	-5.3%	.	.	-23.1%	.	-28.6%
COC(/C=C/Nc1ccc(C)cc1)=C(C#N)C#N	-7.6%	6.5	-12.9%	10.6%	-7.0	1.2%
O=C(CCNS(=O)(=O)c1cccs1)N1CCCCCC1	19.0%	33.3*	4.4%	60.8%[activator]	102.4*	?
C=CCn1c(CCNC(=O)c2ccccc2F)nnc1SCC(=O)Nc1ccccc1F	16.5%	-2.0	.	?	21.4	38.6%[activator]
CCCCOC(=O)Nc1cccc(Cl)c1C	2.6%	21.5*	6.0%	116.2%[activator]	87.1*	.
CCc1ccccc1N1C(=O)CC(N2CCc3ccccc32)C1=O (stereo unspecified)	-0.8%	-6.5	1.3%	10.3%	2.6	?
CCN(CC)C(=O)CCSc1nnc(-c2ccncc2)o1	9.9%	-2.7	1.1%	16.2%	-6.7	47.5%[activator]
CC(C)(C)C1CCC(C(=O)Nc2ccccc2)CC1 (stereo unspecified)	-14.3%	11.8	1.1%	.	20.8	2.6%
O=C(CCN1C(=O)c2ccccc2S1(=O)=O)N1CCN(c2ccccc2)CC1	21.4%	-2.8	-2.0%	-0.3%	-4.4	68.9%[activator]
N#Cc1cccc(NS(=O)(=O)c2ccccc2Cl)c1	17.4%	.	.	-7.2%	.	?
COC(=O)c1ccc(C2NC(=S)N(c3ccccc3)C(C)=C2C(=O)Nc2ccccc2OC)cc1 (stereo unspecified)	?	-0.3	1.5%	13.1µM*	-3.6	.
COc1cccc(Cn2cccc(NC(=O)Nc3ccc(C#N)cc3)c2=O)c1	3.98µM*	8.0	-5.3%	-8.3%	-2.4	?
C[Si](C)(C)n1ccnc1	-6.0%	-2.4	?	?	-2.6	26.0%
O=C(/C=C/c1ccc([N+](=O)[O-])cc1)N1CCN(c2ccccc2F)CC1	17.5%	14.9*	-1.7%	21.1%	46.0*	20.7%
O=C(NCc1ccco1)/C(=C/c1ccco1)NC(=O)c1ccco1	1.7%	-6.6	-23.5%	-5.8%	-9.3	1.7%
CCCn1c(NC(=O)c2ccc(Cl)c(S(=O)(=O)N3CCCC3)c2)nc2ccccc21	2.51µM*	-1.6	-5.2%	5.86µM*	-2.0	5.22µM*
C[n+]1cnn2c1SCC1(COC1)C2	24.8%	-3.0	7.2%	0.7%	17.2	30.2%[activator]
COc1cc(OC)cc(C(=O)NNC(=O)CCc2nc3ccccc3c(=O)[nH]2)c1	10.0%	.	.	-26.5%	.	?
O=S(=O)(N/N=C\c1ccc2c(c1)OCO2)c1ccc(F)cc1	4.5%	12.4	-27.1%	32.1%[activator]	-1.8	-84.3%
COc1cc(CN=C(C)c2c(O)n(C3CCCCC3)c(=O)[nH]c2=O)cc(OC)c1	10µM*	-4.0	-4.0%	?	-2.8	0.0%

Quoted at random: two records from the list.
SMILES	HCV inhibitor	CHX counter	FBPA Giardia inh	Pf growth 48h	Shiga inhibitor	Pf growth 96h
CCOC(=O)C1CCN(CC(=O)c2ccc(O)c(C)c2O)CC1	4.8%	-2.0	-7.2%	-9.8%	0.4	?
COc1cc(OC)cc(C(=O)NNC(=O)CCc2nc3ccccc3c(=O)[nH]2)c1	10.0%	.	.	-26.5%	.	?

Next compounds:
SMILES	HCV inhibitor	CHX counter	FBPA Giardia inh	Pf growth 48h	Shiga inhibitor	Pf growth 96h
CC(=O)C1=C(O)C(=O)N(c2cccc(Br)c2)C1c1ccccc1Cl (stereo unspecified)	-0.8%	-2.0	-7.3%	0.5%	-2.4	?
CCOc1cc(S(=O)(=O)NCCN2CCOCC2)c(C)cc1C	-3.4%	8.5	-1.2%	-19.4%	-3.9	.
COCCn1c(SCC(=O)NCc2ccc3c(c2)OCO3)nnc1-c1c[nH]c2ccccc12	-6.8%	-7.5	1.0%	.	-12.5	?
CCOc1cc(/C=C(\C#N)c2[nH]nc(N)c2C#N)ccc1O	-3.3%	-3.4	-27.3%	.	-13.4	?
COc1ccc(/C(O)=C2\C(=O)C(=O)N(c3cc(C)on3)C2c2ccccc2OC)cc1 (stereo unspecified)	5.1%&7.8%	1.9	23.3%	9.9%	37.1	?
CCCCOc1cccc(C(=O)N(Cc2ccco2)C2CCS(=O)(=O)C2)c1 (stereo unspecified)	-14.1%	2.0	4.7%	?	18.0	72.6%[activator]
CS(=O)(=O)NN1C(=O)c2ccccc2NC1c1c[nH]c2ccccc12 (stereo unspecified)	1.7%	-7.4	0.0%	20.6%	-14.2	-21.5%
Cc1nc(SCc2ccc(Cl)c(Cl)c2)n[nH]1	7.8%	15.6*	?	7.4%	43.6	?
O=C(NC1CCCCC1)N(Cc1ccc(F)cc1)Cc1nc2ccccc2c(=O)[nH]1	-6.7%	-1.3	-5.5%	10.4µM*	-12.6	37.9%[activator]
CC(=O)N1CCC(=NNC(=O)c2cccs2)CC1	10.6%	55.2*	-4.7%	31.9%[activator]	+	28.1%
CC(C(=O)Nc1ccc(Br)cc1)N(C)CC(=O)NCc1ccco1 (stereo unspecified)	-11.8%	.	.	20.8%	.	-6.5%
COC(=O)c1c(SCc2cccc3ccccc23)nc(=O)[nH]c1C	3.2%	1.0	7.8%	25.9%	-7.2	85.0%[activator]
C=CCN1CCN(C(c2cccc(OC)c2OC)c2nnnn2CCC(C)C)CC1 (stereo unspecified)	-4.1%	0.8	-6.1%	7.38µM*	5.2	10.0%
COC(=O)c1cccc(NC(=O)CSc2nnc(C)o2)c1	-0.1%	2.9	4.0%	17.9%	22.0	-4.0%
COc1ccc(/C=N/NC(=O)CNC(=O)c2ccc(S(=O)(=O)N3CCOCC3)cc2)c(OC)c1	14.3%	1.7	1.4%	21.7%	-4.7	18.6%
O=c1c(C(c2ccc(Br)cc2)c2c(O)nc3n(c2=O)CCCS3)c(O)nc2n1CCCS2	5.5%	-3.1	7.7%	46.3%[activator]	19.2	11.9%
CCCCCCCc1c(C#N)c(N)[nH]c(=S)c1C#N	?	1.8	19.1%	20.0%	-4.4	0.0%
Cc1cc(C)nc(SCc2nnc(SCC(=O)Nc3nccs3)n2C)n1	4.8%	-2.1	2.8%	-22.1%	19.0	-16.5%
COc1ccccc1NC(=O)c1csc2c1CCCC2	?	7.7	-6.5%	-1.3%	29.7	36.2%[activator]
Cc1ccc(N2CC(C(=O)Nc3nnc(SCc4ccccn4)s3)CC2=O)cc1 (stereo unspecified)	12.3%	-1.9	-19.9%	?	-1.4	-20.4%
O=C(c1ccco1)N(CCC(c1ccccc1)c1ccco1)Cc1ccccc1 (stereo unspecified)	-19.3%	1.2	1.3%	?	18.9	13.1µM*
Cc1ccccc1COC(=O)c1nn(-c2ccccc2)nc1N	-3.0%	31.7*	-3.3%	-2.4%	53.9*	?
CC(=O)/C=C/c1ccccc1Oc1c(F)c(F)nc(F)c1F	-18.7%	7.0	5.0%	?	-4.7	9.28µM*
c1ccc(CCNc2nc(-c3ccncc3)cs2)cc1	?	29.0*	1.7%	86.9%[activator]	51.9	32.6%[activator]
CC(C)n1c(NCc2ccc(N(C)C)cc2)nc2ccccc21	-7.7%&14.9%	7.1	0.8%	19.3%	28.8	.

Some of the entries so far, with each value named:
> COC(=O)c1c(SCc2cccc3ccccc23)nc(=O)[nH]c1C
  HCV inhibitor: 3.2%	CHX counter: 1.0	FBPA Giardia inh: 7.8%	Pf growth 48h: 25.9%	Shiga inhibitor: -7.2	Pf growth 96h: 85.0%[activator]

> C=CCN1CCN(C(c2cccc(OC)c2OC)c2nnnn2CCC(C)C)CC1 (stereo unspecified)
  HCV inhibitor: -4.1%	CHX counter: 0.8	FBPA Giardia inh: -6.1%	Pf growth 48h: 7.38µM*	Shiga inhibitor: 5.2	Pf growth 96h: 10.0%

Continuation.
SMILES	HCV inhibitor	CHX counter	FBPA Giardia inh	Pf growth 48h	Shiga inhibitor	Pf growth 96h
O=C(Cn1c(=O)sc2ccccc21)Nc1nc2c(s1)CCCC2	22.2%	3.4	-1.1%	5.6%	22.4	?
O=C1CCCc2nn(-c3ccccc3)c(-c3ccncc3)c21	12.3%	-2.7	4.7%	-21.4%	-13.1	?
N#C/C(C(=O)N1CCOCC1)=C1\Nc2ccccc2S1	4.5%	34.6*	-11.1%	62.9%[activator]	64.1*	-22.7%
CC(C(=O)Nc1cccc(S(=O)(=O)N2CCOCC2)c1)N1CCN(C/C=C/c2ccccc2)CC1 (stereo unspecified)	?	-3.5	2.7%	?	-1.7	?
CN(C)c1ccc(/C=N/NC(=O)c2ccccn2)cc1	-8.0%	22.8*	-21.6%	-43.0%	15.0	31.0%[activator]
CCOCCCNC(=O)c1ccc(N2CCOCC2)c(NS(=O)(=O)c2ccc(OC)cc2)c1	-5.9%	5.4	-2.8%	1.7%	-6.6	7.3%
O=C(Cc1cccs1)NNC(=S)NC(=O)c1ccc(F)c(F)c1	?	16.8	0.4%	-3.9%	-6.4	-14.3%
N=C1S/C(=C\c2ccc(-c3ccccc3C(=O)O)o2)C(=O)N1c1ccc2c(c1)OCO2	13.4%	4.6	-5.8%	15.7%	-2.3	?
CSc1nc2ccc(NS(=O)(=O)c3ccccc3F)cc2s1	0.7%	10.8	1.0%	3.1%	42.8	38.7%[activator]
CCN1CCN(C(=O)/C=C/c2c(F)cccc2Cl)CC1	1.5%	10.1	-0.4%	11.9%	14.9*	7.1%
COc1c2c(nc3occc13)C(CCC(C)(C)O)(OC)C(O)CC2 (stereo unspecified)	5.5%	-1.6	-0.3%	13.8%	8.4	?
COC(=O)c1ccc(NC(=O)Nc2ccccc2F)cc1	?	39.8*	-1.1%	93.9%[activator]	114.7*	?

Entries shown so far containing bromine:
SMILES	HCV inhibitor	CHX counter	FBPA Giardia inh	Pf growth 48h	Shiga inhibitor	Pf growth 96h
CC(=O)C1=C(O)C(=O)N(c2cccc(Br)c2)C1c1ccccc1Cl (stereo unspecified)	-0.8%	-2.0	-7.3%	0.5%	-2.4	?
CC(C(=O)Nc1ccc(Br)cc1)N(C)CC(=O)NCc1ccco1 (stereo unspecified)	-11.8%	.	.	20.8%	.	-6.5%
O=c1c(C(c2ccc(Br)cc2)c2c(O)nc3n(c2=O)CCCS3)c(O)nc2n1CCCS2	5.5%	-3.1	7.7%	46.3%[activator]	19.2	11.9%
